HTRA1 inh: blocks human HTRA1 serine peptidase. 0.5% of 340,000 active. recombinant HTRA1, FP-rhodamine activity-based probe, fluorescence polarization. AID 504803. inhibition, % at 5.96 µM. Q92743; in the data active means inhibition above about 36%;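 further: 0% = enzyme with DMSO and 100% = wells lacking enzyme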
Target sequence (Q92743 whole entry, looked up): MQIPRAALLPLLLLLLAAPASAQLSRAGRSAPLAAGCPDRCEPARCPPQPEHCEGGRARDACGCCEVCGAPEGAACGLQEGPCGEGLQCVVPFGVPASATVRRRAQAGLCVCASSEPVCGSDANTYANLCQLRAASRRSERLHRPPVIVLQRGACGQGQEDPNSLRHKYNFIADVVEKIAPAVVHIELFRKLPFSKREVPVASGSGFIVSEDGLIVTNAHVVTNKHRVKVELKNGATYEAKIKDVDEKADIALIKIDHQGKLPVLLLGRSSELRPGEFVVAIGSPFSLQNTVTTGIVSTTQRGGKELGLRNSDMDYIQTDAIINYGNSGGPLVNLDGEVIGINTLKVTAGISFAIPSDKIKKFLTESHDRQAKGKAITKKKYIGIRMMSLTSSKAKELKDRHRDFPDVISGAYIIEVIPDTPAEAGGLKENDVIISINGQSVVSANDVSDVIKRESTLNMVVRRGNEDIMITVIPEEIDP
ABHD4 inh: ABHD4 (mouse) inhibition, primary FP screen; purified mABHD4, FP-Rh probe fluorescence polarization; Q8VD66; 0.54% of 370,000 active; inhibition, % at 8.92 µM;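 active means inhibition exceeding the mean over every tested compound plus 3 SD, cut at about 30% in these data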;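 further: 0% = plate median of compound wells and 100% = S159A mutant with DMSO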
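Test system: mABHD4 protein | Buffer or medium: HEPES pH 7.0 buffer, 150 mM NaCl, 0.01% Pluronic F-127 | Probe or stimulus: FP-Rh fluorescent activity-based probe, added after compound pre-incubation | Timing: Pre-incubation 45 min, probe exposure 60 min, at 25 °C | Technique: Fluorescence polarization, excitation 525 nm, emission 598 nm, BODIPY TMR filters | Repeats: Single well per compound (singlicate)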
rCAG binder: r(CAG) repeat RNA binding; TO-PRO-1 dye displacement fluorescence; inhibition, % at 3 µM; 1.3% of 370,000 active;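 active means inhibition above the plate cutoff, the mean of all test compounds on that plate plus 3 SD, cut at about 35% in these data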;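 further: 0% = DMSO alone and 100% = 100 µM mitoxantrone as full dye displacement; higher means more dye released from RNA so lower well fluorescence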
UHRF1 binding: UHRF1 methyl-DNA binding inhibition | inhibition, % at 4.4 µM | Q96T88 | UHRF1 binding to methylated oligo, TR-FRET | 0.75% of 370,000 active; in the data active means inhibition above about 21%;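 further: UHRF1 SRA domain binding a hemimethylated CpG hairpin DNA probe; 0% = median of test compound wells and 100% = reference inhibitor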
PRMT1 FP inh: inhibitors of human PRMT1. inhibition, % at 2.79 µM. 1.3% of 370,000 active. Q99873. recombinant PRMT1, activity-based probe fluorescence polarization;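 active means inhibition above about 21% made by adding two undisclosed values, limit read from the data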
PG9 binder: small molecules binding HIV-1 gp120 antibody PG9; TR-FRET gp120-PG9 antibody binding; inhibition, % at 6.7 µM; 0.43% of 360,000 active; AID 624416; in the data active means inhibition above about 8.5%
TCR-CD3 inh: inhibitors of human TCR-CD3 interaction; TAMRA-labeled TCR probe fluorescence, biochemical; 0.37% of 360,000 active; inhibition, % at 9.4 µM; AID 651800; in the data active means inhibition above about 19%;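 further: recombinant mutant TCR 2C K166C tagged with TAMRA read by polarization; 0% = receptor in buffer alone and 100% = receptor with positive control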
MBD2 inh: blocks human MBD2 binding to methylated DNA. inhibition, % at 4.4 µM. 0.31% of 370,000 active. Q9UBB5. TR-FRET, MBD2 binding to methylated oligonucleotide; in the data active means inhibition above about 13%
Target sequence (Q9UBB5 whole entry, looked up): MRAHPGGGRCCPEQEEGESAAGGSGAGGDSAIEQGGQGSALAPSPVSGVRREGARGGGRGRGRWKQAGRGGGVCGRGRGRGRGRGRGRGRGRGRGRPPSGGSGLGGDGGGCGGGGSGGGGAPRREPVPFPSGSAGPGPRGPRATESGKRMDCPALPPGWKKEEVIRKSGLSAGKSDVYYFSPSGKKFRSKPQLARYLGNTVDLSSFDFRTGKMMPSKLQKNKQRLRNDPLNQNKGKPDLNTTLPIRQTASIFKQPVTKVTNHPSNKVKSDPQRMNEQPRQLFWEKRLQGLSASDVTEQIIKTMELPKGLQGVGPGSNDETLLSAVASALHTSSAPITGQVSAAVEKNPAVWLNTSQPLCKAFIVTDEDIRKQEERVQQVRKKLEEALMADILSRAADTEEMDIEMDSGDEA
NR1D1 modulator: modulators of human Rev-erb alpha DNA binding | P20393 | Rev-erbα–FITC-DNA binding, fluorescence polarization, 90 min | activity, % at 10 µM | 0.79% of 370,000 active;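 active means activity above about 14%, limit read from the data; passing the limit was not always enough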;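 further: 0% = DMSO wells with 35 nM protein and 100% = DMSO wells with 750 nM protein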
LEDGF integ inh: blocks HIV-1 LEDGF/p75-dependent DNA integration; TR-FRET IN-LEDGF/p75 DNA integration, Eu/Cy5; inhibition, % at 3.7 µM; 0.64% of 370,000 active;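 active means inhibition above the screen-wide mean plus 3 SD, cut at about 13% in these data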;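 further: signal is the Cy5 over europium emission ratio at 671 and 618 nm; 0% = plate median of compound wells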
Numbers without * were called inactive; . = no result given. These rows are one share of the data. The share of hits here may be higher or lower than overall.

no.	canonical_smiles	HTRA1 inh	ABHD4 inh	rCAG binder	UHRF1 binding	PRMT1 FP inh	PG9 binder	TCR-CD3 inh	MBD2 inh	NR1D1 modulator	LEDGF integ inh
1	Cc1nc(-c2ccccc2)nn1-c1ccc([N+](=O)[O-])cc1	.	4	-4	1	2	-2.9	-7	0	-4	0
2	O=C(Nc1ccccc1F)c1cc2nc(C(F)F)cc(C(F)F)n2n1	-5	4	-1	2	-1	-1.1	1	-4	-3	0
3	COc1cccc(OCCOCC(O)CN2CCN(Cc3ccc(Cl)cc3)CC2)c1 (configuration not stated)	-1	5	-7	0	-4	0.9	1	-4	-1	-2
4	O=C(NCc1ccc(Cl)c(Cl)c1)c1cccnc1	4	-5	1	-2	-1	2.1	0	2	0	-1
5	CSc1nnc(-c2cnccn2)n1CCCN1CCCC1=O	2	9	-1	-1	-5	-1.6	8	3	4	1
6	Cc1ccc(S(=O)(=O)N2CCC(C(=O)NCc3ccccc3CN3CCCC3)CC2)cc1	-2	1	2	1	-1	-0.8	2	-1	1	0
7	Cc1c(C(c2cc(O)ccc2O)c2c(C)n(C)n(-c3ccccc3)c2=O)c(=O)n(-c2ccccc2)n1C	-4	11	2	-1	33*	-0.4	-13	-5	-7	-4
8	C=CCn1c(C)nc2ccccc2c1=O	2	-2	0	4	2	-3.1	1	-3	1	-6
9	COc1cccc(CNc2nc3cc(-c4ccc(F)cc4)sc3c(=O)n2C)c1	.	-1	3	2	1	-1.4	-2	-1	9	1
10	O=C(Nc1nc(-c2ccc(F)cc2)cs1)C1CCCO1 (configuration not stated)	-9	6	2	2	-2	-1.4	-7	1	-5	-1
11	CCN(CC)C(=O)C1=C(C)NC(=S)NC1c1cn(-c2ccccc2)nc1-c1ccc(Cl)cc1 (configuration not stated)	-68	-11	5	-1	5	0.2	-2	0	0	-1
12	O=C(NCc1ccco1)Nc1cccc([N+](=O)[O-])c1	2	-7	-1	-1	-4	-2.7	0	-7	-9	1
13	CCCN1C(=O)c2ccccc2NC1c1ccc(OC)cc1O (configuration not stated)	2	-2	2	1	1	0.1	-8	1	-7	2
14	O=C(NC1CC2CCC(C1)N2C(=O)NC1CCCCC1)NC12CC3CC(CC(C3)C1)C2 (configuration not stated)	1	1	-5	1	0	-1.3	2	1	-3	1
15	CC(=O)Nc1cccc(-c2ccnc3c2CC(C)(C(=O)NCc2ccncc2)O3)c1 (configuration not stated)	.	-9	2	1	1	-0.4	-4	-5	5	3
16	CCCC(CCC)C(=O)OC1C[C@H]2CC[C@@H](C1)[N+]2(C)C (some centres not stated)	0	0	3	1	3	-3.0	-1	3	-4	-5
17	CC1CCc2nc(NC(=O)Cc3cccs3)sc2C1 (configuration not stated)	-6	15	-4	1	0	0.0	-2	2	6	-4
18	COc1ccc(CNC(=O)CSc2nn3c(=O)c(C(C)(C)C)nnc3s2)cc1OC	-2	-5	1	1	5	0.3	-6	-3	6	-2
19	CCN(CC)CCCNC(=O)c1ccc(OCC(=O)Nc2ccccc2C(F)(F)F)c(OC)c1	-1	-13	2	4	-5	-1.7	-9	-3	4	4
20	CCOC(=O)Cn1c(CN2CCN(C(=O)c3ccco3)CC2)nc2c1c(=O)n(C)c(=O)n2C	9	2	-2	0	0	-0.2	4	1	0	2
21	O=C(C1=C(O)C(=O)N(CCOCCO)C1c1cccs1)c1cccs1 (configuration not stated)	3	8	-1	56*	0	0.9	-1	6	1	2
22	O=c1[nH]c2ccc(NCc3ccc(F)cc3)cc2[nH]1	11	7	-3	-1	11	-8.9	-6	-1	2	-7
23	O=C(NCc1ccncc1)C(=O)NCC1OCCCN1S(=O)(=O)c1cc(F)ccc1F (configuration not stated)	-3	4	3	-3	-4	-3.0	-2	0	-5	1
24	Cc1cc(OC(C)C(=O)Nc2ccc(S(=O)(=O)Nc3onc(C)c3C)cc2)cc(C)c1Cl (configuration not stated)	-4	3	76*	0	2	0.3	9	-1	3	2
25	CCOC(=O)c1cc(NC(=O)Cc2ccc(S(=O)(=O)N3CCOCC3)s2)cc(C(=O)OCC)c1	-44	-35	15	26*	-1	-1.5	2	9	1	2
26	CCn1cc(C(=O)NCCCOC(C)C)c(=O)c2cc(S(=O)(=O)N3CCCC3)ccc21	4	4	-4	-1	-3	-2.5	-2	2	-2	-2
27	COCCn1c(C)cc(C(=O)CSc2nc(C)cc(C)c2C#N)c1C	-4	-7	-4	-1	9	0.0	9	3	-3	7
28	Cn1c(SCC(=O)Nc2ccc(C(=O)O)cc2)nc2scc(-c3ccccc3Cl)c2c1=O	-5	-35	32	-1	0	-2.1	4	-2	-5	0
29	Nn1c(SCC(=O)N2CCN(S(=O)(=O)c3ccccc3)CC2)nnc1-c1cccs1	2	1	4	-2	0	-0.4	2	0	-3	1
30	COc1ccc(C2SCC(=O)N2c2c(C)n(C)n(-c3ccccc3)c2=O)cc1 (configuration not stated)	4	4	1	-3	-1	-0.1	0	-1	-1	2
31	CC1CCN(C(=O)CN(c2ccc(Cl)c(C(F)(F)F)c2)S(C)(=O)=O)CC1	-1	2	-7	4	0	0.9	0	7	1	-3
32	Cc1ccc(Cl)cc1NC(=O)COC(=O)CC1CCCCC1	-10	-8	-1	-2	-3	-0.2	4	1	6	6
33	Nc1nc(CN2CCN(c3ccccc3F)CC2)nc(Nc2ccccc2)n1	-8	-5	0	2	-1	-1.9	-2	3	0	7
34	CC(Sc1nc(-c2ccccc2)cc(=O)[nH]1)C(=O)O (configuration not stated)	-3	4	3	1	2	-1.7	3	-3	-1	0
35	Brc1ccc(C2CC(c3ccccc3)=Nc3ccccc3N2)cc1 (configuration not stated)	-27	-4	7	-6	2	-0.5	2	0	-3	5
36	O=C(CCNC(=O)c1ccccc1)N=Nc1c(O)[nH]c2ccccc12	.	4	-2	-2	-1	-8.2	2	-11	0	3
37	CCc1ccc(NC(=O)C/C(C)=N/NC(=O)COc2ccccc2C)cc1	-6	-2	1	-2	3	-2.3	0	1	-3	0
38	COc1ccc(OC(C)C(=O)NC2CCCCCC2)cc1 (configuration not stated)	6	-2	-5	-1	-2	-1.4	-3	-1	5	0
39	CCOC(=O)c1ccc(Nc2cnc3ccccc3n2)cc1	-16	-12	10	3	-6	-1.2	3	4	-3	5
40	CC(C)NC(=O)COC(=O)c1ccc(Cl)c(S(=O)(=O)N2CCCC2)c1	1	-9	1	3	2	-2.2	1	0	-1	3
41	O=C(NCc1cccs1)C1CC(c2ccccc2O)=NO1 (configuration not stated)	-1	-7	0	0	2	-1.6	9	-1	10	1
42	COc1ccc(N(CCCN2C(=O)c3cccc4cccc(c34)C2=O)C(=O)c2ccncc2)cc1	-4	-2	-8	-1	-6	-0.7	5	8	5	-2
43	O=C(O)c1cc(-c2ccccn2)n[nH]1	0	6	3	-1	2	-0.1	-7	-2	-3	0
44	CCc1nc2ccc(C(=O)NCCOc3ccc(OC)cc3)cn2c1N(CC)CCOC	.	-2	-4	3	3	-0.3	-6	4	-3	-2
45	Cc1c(NS(=O)(=O)c2cc(C(=O)N3CCCC(C)C3)ccc2Cl)c(=O)n(-c2ccccc2)n1C (configuration not stated)	2	8	6	2	6	0.6	4	-3	3	-1
46	CN(C)Cc1c(O)ccc2c(=O)c(-c3ccccc3Cl)coc12	3	2	6	-3	-1	2.8	2	3	-1	0
47	COc1cccc(-c2nnc(NC(=O)c3ccc(S(=O)(=O)N4CC(C)OC(C)C4)cc3)o2)c1 (configuration not stated)	2	-3	21	-4	1	-0.5	4	3	-4	-1
48	N/C(CN1CCSCC1)=N\OCc1c(F)cccc1Cl	9	2	-4	-1	1	-0.8	-8	-1	2	-2
49	Cc1cccc2c(C(=O)N3CCN(c4ccccn4)CC3)cc(-c3cccc(Br)c3)nc12	-74	-15	11	0	2	-0.5	4	-5	6	-7
50	CC(C)CC1C(=O)N(Cc2cn(CCC3OCCO3)nn2)CCS(=O)(=O)N1Cc1ccc(-c2ccccc2)cc1 (configuration not stated)	-20	-19	9	-3	0	0.3	1	-4	0	4
51	C/C(=N\NC(=O)Cc1cccn1C)c1ccc2ccccc2c1	4	3	1	-2	-2	-1.2	1	-4	1	6
52	CCOC(=O)C1CCN(C(=O)COc2ccc(S(=O)(=O)NC(C)C)cc2Cl)CC1	-4	-13	-3	3	3	1.8	0	7	-5	0
53	CSc1ccc(/C=C(/NC(=O)c2ccc(C)cc2)C(=O)Nc2cccc(F)c2)cc1	4	2	0	4	0	0.3	0	6	-3	0
54	N#CCCCC#Cc1ccc2c(c1)COc1c3ccccc3nn1-2	-20	-4	3	-9	-1	-2.3	0	-2	-1	-1
55	COCCSc1ccccc1C(=O)NCCCn1ccnc1	6	7	-2	-1	13	0.8	4	1	-1	-2
56	Cc1ccc(C)c(-n2c(CNC(=O)c3ccco3)nnc2SCC(=O)Nc2nnc(C)s2)c1	0	5	3	2	3	0.0	7	0	3	7
57	CCCCSc1nc(C)c(CC(=O)OC)c(=O)[nH]1	-9	-4	0	1	-1	-0.8	-2	0	4	1
58	Cc1ccc(S(=O)(=O)NCCOc2nc(N(C)C)nc(N3CCOCC3)n2)cc1	-5	10	-6	1	-1	0.3	3	-1	-5	-2
59	CCn1cnc2cc([N+](=O)[O-])ccc21	3	8	-1	1	3	-0.3	-8	4	-9	-3
60	Cn1c2ccccc2c(=O)c2cc(NCCCN3CCOCC3)ccc21	2	4	5	-1	18	-0.7	4	0	-4	-1

In the list so far, these have a furan ring, fused or not:
no.	canonical_smiles	HTRA1 inh	ABHD4 inh	rCAG binder	UHRF1 binding	PRMT1 FP inh	PG9 binder	TCR-CD3 inh	MBD2 inh	NR1D1 modulator	LEDGF integ inh
12	O=C(NCc1ccco1)Nc1cccc([N+](=O)[O-])c1	2	-7	-1	-1	-4	-2.7	0	-7	-9	1
20	CCOC(=O)Cn1c(CN2CCN(C(=O)c3ccco3)CC2)nc2c1c(=O)n(C)c(=O)n2C	9	2	-2	0	0	-0.2	4	1	0	2
56	Cc1ccc(C)c(-n2c(CNC(=O)c3ccco3)nnc2SCC(=O)Nc2nnc(C)s2)c1	0	5	3	2	3	0.0	7	0	3	7

Screen by screen, from the results shown:
Entries 49 to 59 in HTRA1 inh read -74, -20, 4, -4, 4, -20, 6, 0, -9, -5, 3

Next section:
no.	canonical_smiles	HTRA1 inh	ABHD4 inh	rCAG binder	UHRF1 binding	PRMT1 FP inh	PG9 binder	TCR-CD3 inh	MBD2 inh	NR1D1 modulator	LEDGF integ inh
61	Cc1cc(C)c(S(=O)(=O)Oc2ccccc2[N+](=O)[O-])c(C)c1	-19	-7	0	6	-2	-0.9	5	-1	6	2
62	COc1cccc(CN(C(=O)CN2C(=O)c3ccccc3S2(=O)=O)C(C(=O)NCC2CCCO2)c2ccco2)c1 (configuration not stated)	1	-5	-4	-1	0	-0.1	1	1	-2	5
63	CCC(C)CN1C(=O)CN(S(C)(=O)=O)CC1(C)C(=O)NC(C)C (configuration not stated)	.	1	1	-1	1	0.8	7	-5	-7	0
64	Cc1c(Cl)cccc1NC(=S)N1CCCN(Cc2ccc(F)cc2)C1	-21	-17	3	12	-3	-1.6	1	5	0	0
65	COC(CNC(=O)CCc1c(C)nc2c(c(C)nn2-c2ccc(C)cc2)c1C)OC	1	-3	-9	2	-1	-1.1	0	3	-1	0
66	O=C(NNC(=S)Nc1ccc(F)cc1)c1cccc([N+](=O)[O-])c1	7	8	5	0	3	-1.6	-3	1	-5	-6
